Screens deposited in PubChem BioAssay by National Center for Advancing Translational Sciences (NCATS).
GLP1R inv ag: inverse agonists of human GLP-1 receptor | P43220 | HEK293 GLP-1R CRE-luciferase, luminescence, 24 h; GLP-1R form is constitutively active | Potency, µM (titrated, usually from 38.3 µM), inactives show top-dose activity change, negative = inhibition, most hits filed as inhibitors | 410,000 tested, 1.6% active | AID 624417; note: potency is the fitted concentration of half-maximal effect; % is set by controls: 0 for no effect and ±100 for the full control effect; nearly all actives have a fitted effect of over 55% in size
Target sequence (P43220 whole entry, looked up): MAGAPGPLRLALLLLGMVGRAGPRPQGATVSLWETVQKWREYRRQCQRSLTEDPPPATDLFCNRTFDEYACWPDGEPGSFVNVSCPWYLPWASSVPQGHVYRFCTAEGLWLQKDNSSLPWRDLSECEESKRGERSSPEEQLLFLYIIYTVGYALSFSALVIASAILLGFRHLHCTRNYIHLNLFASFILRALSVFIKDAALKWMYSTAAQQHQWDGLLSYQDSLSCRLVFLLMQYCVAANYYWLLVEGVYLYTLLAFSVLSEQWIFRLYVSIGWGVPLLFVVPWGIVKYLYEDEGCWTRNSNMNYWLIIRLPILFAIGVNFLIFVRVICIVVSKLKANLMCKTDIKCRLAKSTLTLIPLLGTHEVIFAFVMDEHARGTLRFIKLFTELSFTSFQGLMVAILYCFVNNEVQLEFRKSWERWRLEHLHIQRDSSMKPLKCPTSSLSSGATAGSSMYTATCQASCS
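Inverse agonists were sought by their lowering of basal cAMP reporter luciferase output in HEK293 cells stably carrying constitutively active human GLP-1R, after 24 h compound treatment.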
D3 antag: antagonists of human D3 dopamine receptor. P35462. D3R cells, DiscoveRx beta-arrestin luminescence, antagonist mode; active compounds read low. max response, negative = inhibition, %. 360,000 tested, 2.5% active. AID 652054; in the data active = max response below about -50%; inconclusive = no clear call, values can overlap the other calls; note: % is set by controls: 0 for no effect and ±100 for the full control effect; mostly tested at two doses, the higher about 12 µM
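Cells expressing the human receptor were seeded at 1500 cells/well, incubated overnight at 37 degrees C in 5% CO2, then exposed to library compounds with dopamine controls for 90 minutes at 37 degrees C before luminescent detection.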
pAkt inh: Akt phosphorylation inhibition | Neuro2A IGF-stimulated pAkt S473 HTRF, 20 min; active compounds read low | activity change, % for hits at 50 µM | 360,000 tested, 0.32% active; in the data active = activity change below about -80%; inconclusive = mostly about -51% to -80%; note: % is set by controls: 0 for no effect and ±100 for the full control effect
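Neuro2A cells in DMEM with 0.5% FBS, overnight at 37 deg C, given compound at single 50 µM final, then IGF (6 nM final) for 20 min at 37 deg C. Lysed; phospho-Akt Ser473 by HTRF after 24 h, 665/615 ratio.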
TDP43 rescue: TDP-43 toxicity inhibition in yeast; TDP-43 expressing yeast growth rescue, BacTiter-Glo, 24 h; Potency, µM (doses to about 46.1 µM), without a hit: top-dose growth rescue (activation), most hits filed as activators; 410,000 tested, 1.8% active; AID 652104; note: potency is the fitted concentration of half-maximal effect; % of control where 0% means no effect; nearly all actives have a fitted effect of over 50% in size
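Luminescence from BacTiter-Glo reports growth of TDP-43-expressing yeast after 24 hr at 30 deg C with compound. Cells were raffinose-pregrown to mid-log, then seeded in galactose medium at OD600=0.02.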
GLP1R ag: agonists of human GLP-1 receptor; P43220; HEK293 GLP-1R CRE-luciferase, luminescence, 4-6 h; cells express a hypersensitive GLP-1R form; Potency, µM (doses to about 45.6 µM), for inactives: at the highest dose activation, most hits filed as activators; 380,000 tested, 0.007% active; AID 624172; note: potency is the fitted concentration of half-maximal effect; % of control where 0% means no effect
Abeta rescue: A-beta toxicity reversal in yeast | yeast expressing A-beta42, growth rescue, OD600, 48 h; response scale: 0% DMSO, 100% iron-clioquinol control | Potency, µM (top dose mostly 46.1 µM), without a hit: at the top dose growth rescue, hits mostly activators | 410,000 tested, 0.063% active; note: potency is the fitted concentration of half-maximal effect; nearly all actives have a fitted effect of over 55% in size
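Yeast A-beta toxicity model in growth medium with pinned compounds, 48 h at 30 C; growth read as absorbance at 600 nm. Normalized to FeCl3/clioquinol equimolar mix (positive) and DMSO (negative).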
aSyn rescue: alpha-synuclein toxicity inhibition in yeast; Yeast expressing alpha-synuclein, growth rescue, BacTiter-Glo, 24 h; Potency, µM (top dose mostly 46.1 µM), for the others: at the highest dose growth rescue (activation), actives largely listed as activators; 370,000 tested, 0.14% active; note: potency is the fitted concentration of half-maximal effect; % of control where 0% means no effect; nearly all actives have a fitted effect of over 65% in size
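Screening used galactose-induced yeast with toxic alpha-synuclein levels, exposed to compound for 24 hr at 30 deg C. Cell growth, read with BacTiter-Glo luminescence, gave the measured signal.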
PTHR1 ag: PTHR1 (human) receptor agonism; 410,000 tested, 0.075% active; Q03431; AID 743266; Potency, µM (top dose mostly 115 µM), for the others: at the highest dose activation, actives largely listed as activators; HEK293 GP2 PTHR1 cells, GloSensor cAMP luminescence, 1 h; note: potency is the fitted concentration of half-maximal effect; nearly all actives have a fitted effect of over 55% in size; some results filed as inactive show a strong effect at the top dose; inactives centre near -15; many of its hits are not listed in these tables
Target sequence (Q03431 whole entry, looked up): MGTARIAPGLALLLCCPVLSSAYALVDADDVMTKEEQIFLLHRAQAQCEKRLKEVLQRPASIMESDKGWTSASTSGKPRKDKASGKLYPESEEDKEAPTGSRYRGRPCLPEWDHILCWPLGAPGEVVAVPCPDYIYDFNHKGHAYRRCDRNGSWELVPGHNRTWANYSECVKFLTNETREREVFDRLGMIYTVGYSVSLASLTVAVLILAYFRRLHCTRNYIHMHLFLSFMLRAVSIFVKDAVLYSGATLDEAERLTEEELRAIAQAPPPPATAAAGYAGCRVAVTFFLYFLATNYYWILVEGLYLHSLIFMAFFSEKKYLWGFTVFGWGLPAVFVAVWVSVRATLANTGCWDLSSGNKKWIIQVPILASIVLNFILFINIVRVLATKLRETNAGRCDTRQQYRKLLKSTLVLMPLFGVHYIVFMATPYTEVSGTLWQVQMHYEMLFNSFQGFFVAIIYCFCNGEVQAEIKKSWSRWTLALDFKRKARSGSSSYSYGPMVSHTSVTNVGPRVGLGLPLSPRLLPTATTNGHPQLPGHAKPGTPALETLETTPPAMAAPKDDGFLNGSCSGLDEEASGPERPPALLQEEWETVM
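HEK-293-derived GP2 cells expressing PTHR1 and a GloSensor cAMP reporter, 3,000/well, plated overnight, given luciferin plus IBMX (each 0.5 mM as added) for 1 h at 37 °C, then compound for 1 h at 37 °C. Luminescence was read after 15 min at room temperature.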
FUS yeast rescue: FUS proteinopathy suppression in yeast; Potency, µM (top dose mostly 76.6 µM), for inactives: top-dose growth rescue (activation), actives largely listed as activators; S. cerevisiae FUS-expressing, growth rescue, OD600, 24 h; AID 1347120; 390,000 tested, 0.24% active;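 note: potency is the fitted concentration of half-maximal effect; plate controls were DMSO vehicle for no effect and reference control for full effect; nearly all actives have a fitted effect of over 55% in size; some results filed as inactive show a strong effect at the top dose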
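Compound concentration series was pinned onto galactose-induced FUS-expressing yeast seeded at OD 0.005. Plates sat 24hr at 30C; absorbance at 600 nm gave growth. DMSO served as background control.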
Numbers without * were called inactive; i = inactive; ? = inconclusive; . = not tested or not shown; & = joins results of further samples; [ ] = dose if it differs, or a comment. Unless noted, calls come from the whole dose curve; as a rule, active = well fitted curve in the direction sought with a large enough effect; inconclusive = small, poorly fitted or top-dose-only effect, or another doubt; inactive = no such curve, though single readings can be large; an effect the other way counts as inactive or inconclusive. Not all compounds are listed (hit frequency here may not be typical).

SMILES	GLP1R inv ag	D3 antag	pAkt inh	TDP43 rescue	GLP1R ag	Abeta rescue	aSyn rescue	PTHR1 ag	FUS yeast rescue
Cc1ccccc1C(=O)OCc1nnc(-c2ccc(Cl)cc2)o1	-16%	-3	i	27%	7%	2%	18%	i	23%
CCCNC(=O)C1(C)CCN(C(=O)c2cccc(C(F)(F)F)c2)C1 (stereo not given)	16%	34	i	13%	-3%	-6%	-4%	i	-25%
CCOC(=O)N1CCC(N2CC34C=CC(O3)C(C(=O)Nc3ccc(F)cc3)C4C2=O)CC1 (stereo not given)	3%	-4	i	-10%	-2%	24%	7%	9%	0%
CCOc1ccc2nc(Cl)c(C3CC(c4ccco4)=NN3S(=O)(=O)c3ccccc3)cc2c1 (stereo not given)	24%	5	i	-4%	8%	7%	1%	i	23%
CCOC(=O)C1CCCN(C(=O)c2ccc(C)c(F)c2)CC1 (stereo not given)	8%	-26	i	4%	-6%	-15%	-4%	i	-23%
CCC(C)N(C)C1CCN(C(=S)Nc2cccc(SC)c2)CC1 (stereo not given)	?	-21	i	-23%	6%	-7%	-1%	1%	8%
Cc1cc(C)cc(NC(=O)CCN2C(=O)c3ccccc3C2=O)c1	6%	25	i	-30%	0%	-4%	-10%	i	38%
COC(=O)N/N=C/c1cc(C)n(-c2ccc(Br)cc2)c1C	?	-5	i	?	10%	-4%	6%	i	24%
CC(=O)c1sc2ccccc2c1OC(=O)c1ccco1	-1%	6	i	0%	-5%	-10%	1%	-12%	.
CCOC(=O)C1CCCN(S(=O)(=O)c2ccc(N3CCCCS3(=O)=O)cc2)C1 (stereo not given)	8%	.	.	7%[9.22 µM]	.	-13%	.	-18%	-20%
Cc1nnc2c(-c3ccccc3)nc3ccccc3n12	-1%	4	i	16%	1%	-1%[9.22 µM]	-7%	-1%	-42%
CCCCc1ccc(Nc2ncnc3c2cnn3-c2ccc(C)cc2)cc1	-4%	.	.	4%	.	-15%	.	?	8%
COc1cc(OC)c2ccc(=O)oc2c1C(CCN1CCCC1)c1ccc(N(C)C)cc1 (stereo not given)	17%	0	i	2%	7%	-10%	-2%	-21%	6%
CCOC(=O)N1CCN(C(=O)c2ccccc2NC(=O)c2ccc(Br)cc2)CC1	-1%	-18	i	10%	12%	-4%	1%	-10%	17%
O=c1oc2ccc3ccccc3c2cc1-c1nnc(Nc2ccccc2F)s1	4%	.	.	12%	.	-2%	.	i	-1%
O=C(CCSc1ccc(Cl)cc1)N1CCCCCC1	?	32	.	28%	0%	-13%	15%	-6%[57.5 µM]	-3%
CCCn1nc(C(=O)OCC(=O)c2ccccc2)c2ccccc2c1=O	-3%	10	i	-13%	8%	-8%	1%	i	9%
COC(=O)C[C@H]1C=C[C@H](NC(=O)c2ccccn2)[C@@H](CO)O1	25%	3	i	15%	.	0%	2%	-11%	4%
O=C(CNCCN1CCOCC1)Nc1ccccc1Sc1ccccc1	3%	-2	i	-12%[0.397 µM]	15%	-16%	1%	i	16%
CCNC(=O)CC1C(=O)N(c2ccc(C)cc2)C(=O)N1Cc1ccc(C)cc1 (stereo not given)	-8%	.	.	1%	-1%	-8%	.	-22%	-34%
O=C(c1ccccc1-c1ccccc1)N1CCN(c2ccccn2)CC1	?	-20	i	0%	-1%	20%	7%	-47%[inhibitor]	.
CCOC(=O)c1ccc(S(=O)(=O)N2CCN(C/C=C/c3ccccc3)CC2)cc1	-16%	8	i	9%	-7%	11%	8%	-11%	6%
COc1ccccc1-c1cc(C(=O)NCCc2ccccc2)no1	?	-10	i	?	2%	9%&-7%	7%	-12%&-9%	-7%&-18%
O=C(Nc1ccc(F)cc1F)c1cc2n(n1)C(C(F)(F)F)C1CCCCC1N2 (stereo not given)	?	?	i	26%	-9%	2%[9.22 µM]	-4%	-18%	-34%

Whole records as entered above:
O=C(c1ccccc1-c1ccccc1)N1CCN(c2ccccn2)CC1 is listed with GLP1R inv ag = ?; D3 antag = -20; pAkt inh = i; TDP43 rescue = 0%; GLP1R ag = -1%; Abeta rescue = 20%; aSyn rescue = 7%; PTHR1 ag = -47%[inhibitor]; FUS yeast rescue = .
CCOC(=O)N1CCN(C(=O)c2ccccc2NC(=O)c2ccc(Br)cc2)CC1 is listed with GLP1R inv ag = -1%; D3 antag = -18; pAkt inh = i; TDP43 rescue = 10%; GLP1R ag = 12%; Abeta rescue = -4%; aSyn rescue = 1%; PTHR1 ag = -10%; FUS yeast rescue = 17%

(list continues)
SMILES	GLP1R inv ag	D3 antag	pAkt inh	TDP43 rescue	GLP1R ag	Abeta rescue	aSyn rescue	PTHR1 ag	FUS yeast rescue
Cc1ccc(N/C=C2\C(=O)N(c3ccc(F)cc3F)C(c3cccnc3)S2(=O)=O)cc1 (stereo not given)	-23%	-22	i	-4%	2%	3%	7%	i	48%
O=c1n(Cc2ccc(F)cc2)nc2n1-c1ccccc1SC2	?	14	i	28%	1%	-6%	2%	-4%	-28%
C/C=C/C=C\C(=O)Nc1cccc(C2=NOC3(C2)C[C@@H](C(N)=O)N(C(=O)/C(C)=C/C)C3)c1 (stereo not given in full)	20%	-7	i	0%	-2%	-10%	-2%	i	?
CCCN(N=Nc1cccc([N+](=O)[O-])c1)c1cccc([N+](=O)[O-])c1	?	-11	i	-13%	3%	15%	-2%	-1%[57.5 µM]	-20%
Nc1[nH]c(C(=O)c2ccccc2)c(-c2ccncc2)c1C(=O)NCc1ccc(Cl)cc1	13%	12	i	-8%	-1%	-8%	2%	-38%[inhibitor]	-10%
Cc1cccc(N2CCN(c3ccc4cc(S(=O)(=O)N5CCCCC5)ccc4n3)CC2)c1C	6%	0	i	5%	5%	11%	0%	-1%	-36%
CCCCn1nnnc1C(c1ccccc1)N1CCN(C/C=C/c2ccccc2)CC1 (stereo not given)	?	-71*	i	14%	0%	0%	0%	-3%	8%
CCOc1cc(/C=C2/C(=O)ON=C2C)ccc1OCc1ccc(F)cc1	4%	6	.	-1%	29%	0%	-7%	i	12%
O=C(CN(C(=O)Cn1nnc(-c2cccs2)n1)c1ccc2c(c1)OCCO2)NCC1CCCO1 (stereo not given)	-18%	1	i	-16%	2%	-9%	0%	i	15%
CCOC(=O)[C@]12CCCC=C1N(Cc1cccc3ccccc13)C(=O)[C@H](CC(=O)N1CCCC1)C2	?	12	i	22%	-8%	-11%	?	i	42%
Cc1ccc(SCC(=O)NNC(=O)c2ccccc2)c(C)c1	-1%	-8	i	4%	8%	2%	5%	i	15%
CN(C)c1ccc(CNC(=O)c2cc(S(=O)(=O)N3CCCC3)cn2C)cc1	?	22	i	9%	8%	4%	-5%	-8%	-4%
O=C(NCCCCC(NC(=O)c1ccc([N+](=O)[O-])cc1)C(=O)O)c1ccc([N+](=O)[O-])cc1 (stereo not given)	11%	-23	i	-17%	0%	2%	-25%	23%[57.5 µM]	20%
COc1ccc(CNC(=O)C2CCC(=O)N(CCCN3CCCC3=O)C2)c(OC)c1 (stereo not given)	8%	19	i	4%	-6%	8%	-9%	i	26%
O=C(NCc1cccs1)c1cc2c(s1)-c1ccccc1OC2	?	-20	i	28%	11%	-3%	-7%	-90%[inhibitor]	-4%
C=CCSc1nnc(NC(=O)CCNC(=O)c2ccco2)s1	-10%	-5	i	8%	3%	7%	-8%	-9%	1%
Cc1ccccc1NC(=O)CCS(=O)(=O)c1ccc(Br)cc1	4%	3	i	1%	-4%	0%	-1%	i	-23%
Cc1ccc(CNC(=O)C2CCN(c3nnc(N4CCCC4=O)s3)CC2)cc1	3%	23	i	-1%	-1%	4%	-6%	-11%	-20%
CCN(CC)N=Nc1ccc(S(=O)(=O)N2CCSC2C(=O)O)cc1 (stereo not given)	4%	3	i	5%	3%	-29%	5%	i	-1%
CCOC(=O)c1sc2ncn(CC(=O)Nc3ccc(C)cc3C)c(=O)c2c1C	-2%	.	.	-11%	-1%	-7%	.	-15%	-18%
CC(C)Oc1cccc(C(=O)Nc2ccccc2N2CCOCC2)c1	?	26	i	8%	10%	7%	10%	i	9%
Cc1nc2ccccn2c1-c1ccnc(=S)[nH]1	1%	-12	i	-16%	3%	?	-3%	i	13%
COc1ccc(F)cc1C(=O)C1CCCN(C(=O)CCc2ccccn2)C1 (stereo not given)	-3%	-9	i	-10%	11%	4%	-2%	-4%	30%
CC(C)c1ccc(N(C)C(=O)Cc2c(C(=O)O)n(C)c3ccccc23)cc1	-20%	5	i	28µM*	3%	3%	10%	i	7%
O=C(c1ccccc1)C1Oc2ccccc2C2CC(c3cccs3)=NN12 (stereo not given)	?	-28	i	?	2%	21%	-3%	i	11%
CCC(=O)c1cc2c(cc1NC(=O)c1cccs1)OCCO2	2%	-13	i	-16%	-7%	5%	2%	i	-8%
COC(=O)c1ccc(OC)c(CSc2nnc(COc3ccc(Cl)cc3)o2)c1	-22%	-14	i	1%	44%	10%	1%	-73%[inhibitor][57.5 µM]	2%
C=CCn1c(P(C)(=O)O)nc2ccccc21	9%&10%	5&13	i	-2%&0%	20%&-22%	8%&11%	0%&0%	-13%&-23%	-27%&-13%
Cc1ccc(S(=O)(=O)N2CCN(c3ncnc4sccc34)CC2)cc1C	32%[activator]	29	i	11µM*	2%	-20%	7%	-6%	36%
O=C(CCc1nnc(-c2ccc(-c3ccccc3)cc2)o1)N1CCCCC1	?	31	i	-6%[1.82 µM]	0%	-4%	23%	-27%	23%
COC(=O)c1sc2cnccc2c1N	15%	5	i	8%	-8%	0%	0%	i	3%
COC(=O)c1sc(NC(=O)COc2ccccc2OC)nc1C	5%	-15	i	-3%	2%	-6%	7%	-5%[57.5 µM]	7%
